# Myeloid diff MLP – myeloid differentiation induction | ER-HoxA9 myeloid progenitors, lysozyme-GFP differentiation, flow cytometry | calls only at 10 µM | 360,000 compounds, 1% hits | AID 624256;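 active means normalized GFP-positive differentiation at or above the plate's own cutoff, the solvent-only control mean plus 3 SD; inconclusive means no clear call, values can overlap the other calls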;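 further: cells exposed to compound for four days before flow analysis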
# PhoP inhibition – inhibitors of PhoP regulon expression, primary screen, Salmonella Typhimurium, GFP reporter (AID 1863); S. Typhimurium PhoP-regulated promoter GFP reporter, 4 h; higher % means a stronger effect; one-dose inhibition, % at 50 µM; IC50 in µM for titrated hits; 300,000 compounds, 0.16% hits;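 active means inhibition over 29.93%, a cutoff 3 SD above the screen mean, later confirmed by dose response; inconclusive means inhibition over 29.93% but no dose response follow-up; inactive means inhibition at most 29.93% or unconfirmed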;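 further: 0% = low Mg2+ inducing control and 100% = high Mg2+ repressing control; strong numbers were not always called active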
# MgcRacGAP inhibition – MgcRacGAP GTPase-activating activity inhibitors, confirmation, biochemical, ADP Hunter fluorescence | inhibition, % at 30 µM, or IC50 in µM where a hit was titrated | 340,000 compounds, 0.6% hits | MgcRacGAP-stimulated Rac1 GTP hydrolysis, ADP Hunter fluorescence; higher % means a stronger effect; GST-tagged Rac1 F28L mutant substrate;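 active means first-screen hits whose inhibition reached a set limit at any dose in the follow-up dose series; inconclusive means inhibition above the set first-screen limit but never retested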;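 further: fluorescence reports GDP produced by GAP-driven GTP hydrolysis; strong numbers were not always called active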
# RSV antiviral HEp-2 – inhibition of RSV-induced cytopathic effect – HEp-2 cells, primary 10 µM value included (AID 2391). HEp-2 cells, RSV-induced CPE inhibition; higher % means a stronger effect. one-dose CPE inhibition, % at 10 µM; IC50 in µM for titrated hits. 310,000 compounds, 0.13% hits; in the data active means a potency from the dose series; inconclusive means CPE inhibition mostly from about 23% at the one dose, without a potency; inactive means the rest, 99 in 100 with CPE inhibition below about 21%; further: strong numbers were not always called active
# K1F lysis inhibition – protection from phage-mediated lysis, alamar blue read-out – E. coli UTI89, K1F phage, bacterial capsule biogenesis inhibitors (AID 488966); E. coli UTI89 K1F phage lysis, alamar blue, 2 h; higher % means a stronger effect; one-dose inhibition, % at 100 µM; IC50 in µM for titrated hits; 340,000 compounds, 0.02% hits;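 active means phage lysis inhibition, versus mean bacterial control, above a set limit; inconclusive means no clear call, values can overlap the other calls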;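 further: capsule biogenesis inhibitors block K1F phage lysis so surviving cells raise fluorescence; higher fluorescence means more inhibition of phage lysis; actives were called in the ten point dose series up to 300 µM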
# SV40 large T antigen – TAg ATPase/helicase activity blockers – biochemical (AID 1903); SV40 large T antigen ATPase/helicase inhibition assay; higher % means a stronger effect; inhibition, % at 20 µM; hits with a dose series show IC50 in µM; 310,000 compounds, 0.39% hits; in the data active means a potency from the dose series; inconclusive means inhibition mostly from about 32% at the one dose, without a potency; inactive means the rest, 99 in 100 with inhibition below about 32%; further: strong numbers were not always called active
# T cell modulator – T cell immune modulation candidate. AID 2052. 2C CD8+ T cell-vesicle binding, flow cytometry; active compounds read low. 330,000 compounds, 0.068% hits. calls only at 7 µM;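 active means response, share of CD8 T cells binding vesicles, and their 90th percentile fluorescence all below set limits, cut at about 80% in these data, passing the limit was not always enough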
#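 Assay system: 2C TCR transgenic mouse naive CD8+ T cells, MACS-purified | Read-out: CD8+ gate FL2 mean fluorescence as % of same-row positive control | Signal: High-throughput flow cytometry with anti-B7-1 and anti-CD8 staining | Timing: Binding step 1.5 h, 37 °C, antibody labelling 20 min, ice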
# TNAP activators – stimulation of alkaline phosphatase TNAP activity – biochemical, luminescent, no phosphate acceptor, uHTS, primary screen (AID 1001); 200,000 compounds, 0.03% hits; purified TNAP, luminescent activation assay, no phosphate acceptor; higher activation fold means a stronger effect; one-dose activation fold at 20 µM; EC50 in µM for titrated hits; in the data active means activation fold from about 3, or a potency from the dose series; inactive means the rest, 99 in 100 with activation fold below about 1.6; further: many of its hits are not listed in these tables
# NTR1 ag – agonists of NTR1, primary screen, imaging, U2OS cells, beta-arrestin-GFP, high content (AID 493036); 330,000 compounds, 0.17% hits; NTR1-U2OS beta-arrestin-GFP spot imaging, agonist mode; activation, % at 20 µM; P30989;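 active means activation at or above 40% of the spot to cytoplasm intensity ratio, with at least 20 cells analyzed; inconclusive means wells under 20 cells, flagged as cytotoxic or low count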;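 further: 0% = DMSO without peptide and 100% = 100 nM NTR1 peptide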
# Target sequence (P30989 whole entry, looked up): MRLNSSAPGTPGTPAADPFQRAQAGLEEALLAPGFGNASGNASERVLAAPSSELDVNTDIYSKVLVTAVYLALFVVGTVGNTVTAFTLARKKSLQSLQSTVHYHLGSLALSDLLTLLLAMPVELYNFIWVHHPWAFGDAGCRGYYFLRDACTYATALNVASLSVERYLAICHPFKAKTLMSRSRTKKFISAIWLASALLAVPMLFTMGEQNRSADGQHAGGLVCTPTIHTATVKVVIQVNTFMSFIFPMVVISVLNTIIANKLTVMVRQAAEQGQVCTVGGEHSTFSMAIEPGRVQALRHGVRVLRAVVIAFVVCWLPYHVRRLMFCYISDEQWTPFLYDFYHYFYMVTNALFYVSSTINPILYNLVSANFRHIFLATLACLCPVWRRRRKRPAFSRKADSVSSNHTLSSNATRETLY
# T cell modulator vesicle-bound % – also measured in T cell modulator; calls as there; double positive events, %; measured here: CD8+ vesicle-bound cell fraction;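 binding gate set so that unloaded-vesicle control wells show 10% double positive cells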
# NTR1 ag cell count 20 µM – recorded beside NTR1 ag, whose call it bears; cell count; measured here: cell count, cytotoxicity flag
# Myeloid diff MLP GFP+ MAC1+ % – further read-out of Myeloid diff MLP, marked with its call; GFP+ MAC1+ double positive, %; measured here: differentiation confirmed by MAC1 staining
# The depositor's hits bear a star; i = inactive; ? = inconclusive; · = no result given; [ ] = another dose, or the depositor's remark. Compounds as they come; any-hit rate near 2.3%.
SMILES,Myeloid diff MLP,Myeloid diff MLP GFP+ MAC1+ %,PhoP inhibition,MgcRacGAP inhibition,RSV antiviral HEp-2,K1F lysis inhibition,SV40 large T antigen,T cell modulator,T cell modulator vesicle-bound %,TNAP activators,NTR1 ag,NTR1 ag cell count 20 µM
COc1ccc(N2CCN(C(=O)c3ccccc3N(C)S(=O)(=O)c3ccccc3)CC2)cc1,i,0.7,-4%,46%,4.4%,0.8%[50 µM],20%,i,30,·,0.0,72
CN(C)C(=O)Cn1c(SCC(=O)N2CCCc3ccccc32)nc2ccccc21,i,2.2,-9%,-6%,-1.6%,1.2%,0%,i,3,1.1,0.4,54
COc1cc2ccccc2cc1C(=O)Nc1ccc(N2CCN(C)CC2)cc1,i,1.0,·,7%,-0.1%,0.1%,·,i,55,1.1,-0.3,78
CS(=O)(=O)c1ccc2nc(NC(=O)C3COc4ccccc4O3)sc2c1 (stereo not given),i,2.9,1%,6%,2.2%,3.0%,4%,i,49,1.1,-3.6,72
Cc1ccc(S(=O)(=O)N(CC(=O)O)c2ccc(Cl)c(C(F)(F)F)c2)cc1,i,0.2,8%,9%,2.4%,-0.4%,-2%,i,28,1.1,0.4,38
COc1cc(NC(=O)CNc2cccc(S(=O)(=O)N3CCCC3)c2)cc(OC)c1,i,2.6,6%,-2%,7.2%,-0.8%,-4%,i,21,·,1.5,69
O=S(=O)(c1cccc(-c2nnc(-c3ccc(Br)cc3)o2)c1)N1CCCCCC1,i,0.6,2%,5%,2.4%,0.5%,18%,i,16,1.1,3.0,81
CC(=O)Nc1ccc(S(=O)(=O)NC(C)C(=O)NC(C)c2ccccc2)cc1 (stereo not given),i,0.1,-5%,5%,-0.7%,0.2%,0%,i,36,1.1,0.1,50
Cc1cc(C)c2c(N)c(C(=O)NN)sc2n1,i,0.1,-6%,-1%,1.2%,-0.5%[50 µM],18%,i,35,·,2.4,65
Cc1cc(C)n(CC(=O)n2nc(C)cc2C)n1,i,0.7,-7%,5%,1.4%,5.3%,14%,i,61,1.2,0.0,57
O=C(NCC(c1ccco1)N1CCc2ccccc2C1)C(=O)Nc1ccc(F)cc1F (stereo not given),i,0.5,1%,6%,0.9%,0.7%[50 µM],19%,i,54,·,3.5,59
Cc1ccc(OCCCCCN2CCOCC2)cc1,i,0.7,3%,12%,-0.4%,-0.1%,11%,i,59,·,-0.7,54
COc1ccc(S(=O)(=O)N2CCCCCC2)cc1C(=O)N1CCN(c2ccccc2C)CC1,i,1.6,·,2%,4.9%,0.3%[50 µM],·,i,12,·,4.8,53
COC(=O)c1ccc(S(=O)(=O)N2CCCN(Cc3ccccc3)CC2)n1C,i,0.2,-11%,8%,4.3%,-0.8%,5%,i,21,·,0.9,40
Cc1ccc(N2CCN(S(=O)(=O)c3ccc(F)c(C)c3)CC2)c(C)c1,i,1.5,-4%,3%,?,0.6%[50 µM],1%,i,47,1,-1.2,45

# Taken from above.
# COC(=O)c1ccc(S(=O)(=O)N2CCCN(Cc3ccccc3)CC2)n1C in T cell modulator vesicle-bound % has 21
# O=S(=O)(c1cccc(-c2nnc(-c3ccc(Br)cc3)o2)c1)N1CCCCCC1 in RSV antiviral HEp-2 has 2.4%

# New compounds follow.
SMILES,Myeloid diff MLP,Myeloid diff MLP GFP+ MAC1+ %,PhoP inhibition,MgcRacGAP inhibition,RSV antiviral HEp-2,K1F lysis inhibition,SV40 large T antigen,T cell modulator,T cell modulator vesicle-bound %,TNAP activators,NTR1 ag,NTR1 ag cell count 20 µM
CNC(=O)c1sc(N2N=C3/C(=C/c4ccccc4)CCCC3C2c2ccccc2)nc1C (stereo not given),i,0.9,-51%,-9%,7.2%,-0.3%,-3%,i,6,1.6,11,71
CC(NC(=O)CN1C(=O)NC2(CCCC2)C1=O)c1ccc2ccccc2c1 (stereo not given),i,0.7,·,1%,1.8%,0.6%[50 µM],·,i,23,·,4.3,72
CCCCCC(=O)NC(=S)Nc1cccc(-c2nc3ncccc3o2)c1,i,0.4,-12%,·,·,·,16%,i,9,·,4.6,63
Cc1cc(C=O)c(C)n1-c1sc2c(c1C(=O)O)CCCC2,i,1.5,-19%,7%,1.9%,-1.4%,8%,i,46,1.1,-0.2,49
CC1(C)Cc2nc(NCCCO)c(C#N)cc2CO1,·,·,1%,9%,2.5%,0.9%,1%,i,37,1,-0.1,35
CSc1snc(SCC(N)=O)c1C#N,i,0.4,3%,5%,2.4%,1.9%,-1%,i,42,1.1,-0.6,48
COc1ccc(CN(C)C(=O)C2CSC3(C)CCC(=O)N23)cc1 (stereo not given),i,0.3,-7%,1%,-0.1%,1.3%[50 µM],14%,i,34,·,-0.3,52
CC1(c2ccccc2)NC(=O)N(CC(=O)Nc2ccccc2N2CCCC2)C1=O (stereo not given),i,0.2,5%,1%,-1.8%,0.8%[50 µM],21%,i,29,·,0.8,56
CCOC(=O)N1CCN(CC(=O)N2c3ccccc3Sc3ccccc32)CC1,i,1.5,28%,12%,1.2%,-0.2%,-9%,i,58,·,2.8,84
CC1CN(CC(=O)NCc2ccc(F)cc2)CC(C)O1 (stereo not given),i,0.9,-2%,6%,0.4%,0.2%,8%,i,22,·,-0.8,44
CC(=O)N1c2ccc(S(=O)(=O)N(C)CC(=O)NC3CCCCC3C)cc2CC1C (stereo not given),?,·,3%,-30%,0.0%,-0.2%,-6%,i,31,·,-1.2,61
O=C(Nc1ccncc1)c1cccc2ccccc12,i,0.2,-2%,11%,7.0%,1.1%,26%,i,33,·,0.0,56
CC(=O)N1CCc2cc(S(=O)(=O)NC(C(=O)N3CCN(c4ccccc4F)CC3)C(C)C)ccc21 (stereo not given),i,0.6,·,7%,-0.5%,0.7%,·,i,26,·,-4.1,66
O=C(COC(=O)c1ccc2c(c1)OCO2)NC1CCCCC1,i,1.0,·,1%,·,2.8%,·,i,11,·,-0.5,57
O=C(Nc1cnc2ccccn2c1=O)c1ccc(Cl)cc1Cl,i,0.1,-10%,-13%,3.0%,2.7%,25%,i,54,1,0.0,51
COc1ccc(C(=O)Nc2ccc(N3CCCC3)cc2)cc1Br,i,0.7,2%,10%,1.5%,-1.0%,29%,i,59,·,1.8,54
O=C(O)CCc1ccc(-c2cccs2)n1CC1CCCO1 (stereo not given),i,1.0,21%,4%,1.0%,0.1%,20%,i,11,1.1,-1.8,56
CNc1c(N)c(=O)oc2ccccc12,i,0.4,-5%,5%,1.5%,3.9%,5%,i,51,1.1,-0.5,46
COCCN(C(=O)c1ccccc1OC)c1nnc(C)s1,i,0.6,7%,5%,0.1%,3.1%[50 µM],7%,i,42,1.1,0.0,55
CCc1ccccc1N1CCN(S(=O)(=O)c2ccc(F)c(C)c2)CC1,i,0.3,12%,3%,4.2%,-0.5%,1%,i,29,1.1,-0.5,71
CC1CCN(C(=O)COC(=O)C23CC4CC(CC(O)(C4)C2)C3)CC1,i,1.3,·,16%,0.3%,0.6%[50 µM],·,i,23,·,3.9,57
COc1ccc(C(=O)Nc2ccccc2C(=O)N/N=C/c2ccncc2)cc1OC,i,0.2,6%,9%,-0.6%,0.1%,5%,i,22,·,0.3,49
COc1cc(OC)cc(C(=O)NC(C(=O)Nc2ccc3c(c2)CCC3)C(C)C)c1 (stereo not given),i,1.0,·,-5%,0.5%,0.9%[50 µM],·,i,38,·,0.5,56
COc1ccc(C)cc1-n1nnnc1SCC1CCCO1 (stereo not given),i,0.6,0%,9%,0.8%,-0.4%,4%,i,1,1,-1.8,46
O=C(NCCc1ccc(Cl)cc1Cl)c1cc([N+](=O)[O-])c[nH]c1=O,·,·,-7%,10%,19%,-1.1%,2%,i,49,·,-1.2,39
COc1ccc(-c2oc3c4c(cc(OC)c3c(=O)c2CC=C(C)C)OC(C)(C)C=C4)c(OC)c1,·,·,7%,·,·,·,6%,i,35,·,26,104
Cc1ccc(S(=O)(=O)NNC(=O)Nc2ccc(Cl)cc2)cc1,i,2.6,-10%,-10%,1.6%,3.4%[50 µM],21%,i,51,1.1,1.1,49
CC1(C)CC(=O)C(C2C3=C(CC(C)(C)CC3=O)Oc3ccccc32)C(=O)C1 (stereo not given),i,0.4,-10%,2%,·,0.7%,9%,i,26,·,-0.5,53
Nc1cc(OC(=O)c2c(F)cccc2Cl)nn1S(=O)(=O)c1ccccc1,i,3.3,5%,0%,1.2%,0.3%,-1%,i,41,·,2.9,43
COc1cccc(NC(=O)CN(C)C(=O)c2cc(S(=O)(=O)N3CCCCC3)ccc2Cl)c1,i,0.3,9%,7%,-1.0%,0.4%[50 µM],1%,i,55,·,0.9,80
Cn1cccc1CC(=O)N/N=C/c1ccc([N+](=O)[O-])cc1,i,0.7,4%,·,-1.5%,·,8%,i,50,·,-0.8,51
Cc1cc(/C(=N/O)C(C)(C)NO)ccc1Cl,i,1.9,-12%,-3%,1.2%,-0.7%,0%,i,57,1.1,1.7,89
Cc1nc(-c2ccc(NC(=O)c3cccs3)cc2)cs1,i,0.2,-4%,1%,1.3%,0.4%,19%,i,38,1,0.2,64
COc1cc(C(=O)NCCc2ccc(S(N)(=O)=O)cc2)ccc1OCc1c(C)noc1C,i,0.7,·,7%,1.2%,-0.2%[50 µM],·,i,43,·,-1.0,104
O=C(COC(=O)Cc1c[nH]c2ccccc12)Nc1ccccc1,i,1.0,-9%,5%,3.4%,2.2%,9%,i,47,0.9,3.0,65
O=C(CN(c1ccc(F)cc1)S(=O)(=O)c1ccc2c(c1)OCCO2)N1CCOCC1,i,2.5,3%,3%,1.9%,0.3%,0%,i,51,1.1,-1.3,62
O=C1c2cccc3c(N4CCOCC4)c([N+](=O)[O-])cc(c23)C(=O)N1c1cccc2ccccc12,i,0.9,4%,5%,6.2%,2.5%,19%,i,22,1.1,4.3,65
CCOc1cccc(N2C(=O)CC(N3CCC(C(N)=O)(N4CCCCC4)CC3)C2=O)c1 (stereo not given),i,1.6,-18%,4%,-0.3%,0.5%,8%,i,40,1.1,1.1,61
CCc1ccc(CCC(=O)Nc2ccc(Br)cc2)o1,i,0.5,-2%,-15%,?,-0.1%,6%,i,64,·,1.6,62

# Compound activity deposited in PubChem by several laboratories.
